KDM5B inh: inhibitors of human KDM5B histone demethylase; Potency, µM (top dose mostly 57.7 µM), for the others: top-dose activity change, negative = inhibition, most hits filed as inhibitors; AID 1347165; Q9UGL1; KDM5B demethylase, FDH-coupled NADH fluorescence (FDH is formaldehyde dehydrogenase); actives 2.6% (n = 220,000); active means well fitted inhibition curve with a large enough effect; inconclusive means small, poorly fitted or top-dose-only effect; inactive means no such curve, though single readings can be large or run the other way; further: 0% is about no effect; nearly all actives have a fitted effect of over 70% in size
Target sequence (Q9UGL1 whole entry, looked up): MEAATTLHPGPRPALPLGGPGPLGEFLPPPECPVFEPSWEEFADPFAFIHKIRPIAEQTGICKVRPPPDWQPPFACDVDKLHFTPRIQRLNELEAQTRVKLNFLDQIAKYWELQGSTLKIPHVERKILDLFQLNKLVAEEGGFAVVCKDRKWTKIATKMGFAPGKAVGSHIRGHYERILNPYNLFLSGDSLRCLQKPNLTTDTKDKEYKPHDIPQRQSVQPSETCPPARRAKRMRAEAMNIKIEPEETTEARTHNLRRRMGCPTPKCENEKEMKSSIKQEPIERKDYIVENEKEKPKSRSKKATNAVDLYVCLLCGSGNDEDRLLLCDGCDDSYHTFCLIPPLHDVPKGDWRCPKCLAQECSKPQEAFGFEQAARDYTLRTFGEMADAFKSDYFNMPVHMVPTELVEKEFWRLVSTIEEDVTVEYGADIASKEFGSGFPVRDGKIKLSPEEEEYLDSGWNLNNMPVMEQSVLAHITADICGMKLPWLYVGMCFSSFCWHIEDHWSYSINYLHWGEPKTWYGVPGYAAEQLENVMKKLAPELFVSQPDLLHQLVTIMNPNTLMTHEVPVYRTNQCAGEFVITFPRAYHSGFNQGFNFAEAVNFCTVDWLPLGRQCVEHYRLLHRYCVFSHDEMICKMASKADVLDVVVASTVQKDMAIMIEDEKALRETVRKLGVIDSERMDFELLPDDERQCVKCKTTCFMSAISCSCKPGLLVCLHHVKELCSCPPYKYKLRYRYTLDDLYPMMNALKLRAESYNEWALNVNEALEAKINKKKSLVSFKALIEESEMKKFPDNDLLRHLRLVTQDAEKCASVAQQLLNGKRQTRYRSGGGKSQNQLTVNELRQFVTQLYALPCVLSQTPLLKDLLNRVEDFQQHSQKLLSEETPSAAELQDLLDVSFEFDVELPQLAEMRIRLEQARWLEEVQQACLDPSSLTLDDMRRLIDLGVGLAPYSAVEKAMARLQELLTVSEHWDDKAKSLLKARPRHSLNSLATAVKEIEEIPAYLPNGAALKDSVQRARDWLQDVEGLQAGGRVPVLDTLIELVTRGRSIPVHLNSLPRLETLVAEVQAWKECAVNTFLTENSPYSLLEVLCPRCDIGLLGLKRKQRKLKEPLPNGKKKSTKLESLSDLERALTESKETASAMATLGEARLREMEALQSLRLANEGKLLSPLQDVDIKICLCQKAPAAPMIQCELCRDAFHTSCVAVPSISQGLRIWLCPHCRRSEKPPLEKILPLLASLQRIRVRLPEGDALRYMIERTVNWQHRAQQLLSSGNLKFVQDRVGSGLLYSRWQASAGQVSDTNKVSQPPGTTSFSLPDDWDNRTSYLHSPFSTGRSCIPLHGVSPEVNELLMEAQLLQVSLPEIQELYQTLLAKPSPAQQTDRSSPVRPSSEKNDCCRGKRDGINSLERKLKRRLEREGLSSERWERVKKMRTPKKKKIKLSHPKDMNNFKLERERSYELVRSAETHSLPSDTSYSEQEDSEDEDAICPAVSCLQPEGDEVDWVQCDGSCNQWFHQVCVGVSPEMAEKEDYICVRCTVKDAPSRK
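Compound dilutions met 200 nM (final) KDM5BΔAP for 10 min at room temperature before substrate addition. The substrate mix held 12.5 µM H3K4me3 with cofactors 25 µM α-ketoglutarate and 50 µM Fe²⁺. NADH signal gain over 30 min defined activity.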
An asterisk follows results filed as active; i = inactive; ? = inconclusive; [ ] = another dose, or the depositor's remark. Potency means the concentration at half of the fitted maximal effect. Some of the compounds tested; the hit share may differ from the screen's.

| molecule | KDM5B inh |
| --- | --- |
| COc1ccc2c(Sc3ccc(Cl)cc3)c(C(=O)NCCCN3CCCCC3)[nH]c2c1 | ? |
| CCc1ccccc1NC(=O)NC(CC)Cn1nnc2ccccc2c1=O (stereo not drawn) | 5% |
| CCN1C(=O)C(Cc2ccc(OC)c(OC)c2OC)c2ccccc21 (stereo not drawn) | 3% |
| Cc1ccccc1OCC(=O)Nc1c(C)ccc2nsnc12 | ? |
| c1cnc(-c2nc(Cn3cc(C4CCOC4)nn3)cs2)nc1 (stereo not drawn) | 11% |
| COc1ccc2c(c1)c(C(C)=O)c(C)n2CCc1ccc(OC)c(OC)c1 | -11% |
| Cc1cccc(NC(=O)C2CCCN(S(=O)(=O)c3cnc[nH]3)C2)c1C (stereo not drawn) | -6% |
| O=C(NCCc1cc2ccccc2[nH]1)Nc1cccc2ccccc12 | -17% |
| COc1ccc([C@@H](NC(=O)Cc2c(F)cccc2Cl)C2CC(O)C2)cn1 (stereo partly drawn) | -10% |
| NC1(C(=O)O)Cc2ccccc2C1 | -13% |
| COc1ccc(N2CCN(C(=O)c3c(C)oc4ncn(CC(C)C)c(=O)c34)CC2)cc1 | 2% |
| O=C(NCc1ccncc1)c1nc(-c2ccc3cc[nH]c3c2)no1 | -15% |
| CCSCCNC(=O)c1c(C)noc1-c1ccc(OC)cc1 | -3% |
| CN(C(=O)COC(=O)c1cc([N+](=O)[O-])ccc1Cl)c1ccccc1 | -5% |
| Cc1c(CC(=O)NCc2ccc3c(c2)OCO3)c(=O)oc2cc(O)c(Cl)cc12 | i |
| CC(C)(C)OC(=O)N1CCC(c2c(C(=O)N3CCC(c4ccccc4)C3)cnn2-c2cccc(Cl)c2)CC1 (stereo not drawn) | -13% |
| COc1ccc(/C=C2\N=C(c3ccc(Br)cc3)NC2=O)cc1OC | -4% |
| CCn1cc2c3c(cccc31)CN(C(=O)COc1ccc(F)cc1)CC2 | ? |
| O=C(Nc1cccc(C(F)(F)F)c1)N1CCC(N2CC3CC(C2)[C@H]2CCCC(=O)N2C3)CC1 (stereo partly drawn) | ? |
| C1=C(c2cc(-c3cccc4cn[nH]c34)cn3cncc23)CCOC1 | 32µM* |
| CCOC(=O)c1[nH]c(C)c(C(=O)Nc2cccc(Cl)c2C)c1C | 7% |
| Cc1ccc(S(=O)(=O)NNC(=O)c2c(O)c3ccccc3[nH]c2=O)cc1 | ? |
| CCCNC(=O)CN(C)Cc1nc2ccccc2o1 | -17% |
| c1csc(-c2nc3ccccn3c2Nc2ccc3c(c2)OCCO3)c1 | ? |

Some of these compounds in order of molecular weight, low to high:
| molecule | KDM5B inh |
| --- | --- |
| NC1(C(=O)O)Cc2ccccc2C1 | -13% |
| CCCNC(=O)CN(C)Cc1nc2ccccc2o1 | -17% |
| C1=C(c2cc(-c3cccc4cn[nH]c34)cn3cncc23)CCOC1 | 32µM* |
| O=C(NCc1ccncc1)c1nc(-c2ccc3cc[nH]c3c2)no1 | -15% |
| CCSCCNC(=O)c1c(C)noc1-c1ccc(OC)cc1 | -3% |
| O=C(NCCc1cc2ccccc2[nH]1)Nc1cccc2ccccc12 | -17% |
| c1csc(-c2nc3ccccn3c2Nc2ccc3c(c2)OCCO3)c1 | ? |
| CCn1cc2c3c(cccc31)CN(C(=O)COc1ccc(F)cc1)CC2 | ? |
| Cc1ccc(S(=O)(=O)NNC(=O)c2c(O)c3ccccc3[nH]c2=O)cc1 | ? |
| COc1ccc([C@@H](NC(=O)Cc2c(F)cccc2Cl)C2CC(O)C2)cn1 (stereo partly drawn) | -10% |
| COc1ccc(/C=C2\N=C(c3ccc(Br)cc3)NC2=O)cc1OC | -4% |
| COc1ccc(N2CCN(C(=O)c3c(C)oc4ncn(CC(C)C)c(=O)c34)CC2)cc1 | 2% |
| O=C(Nc1cccc(C(F)(F)F)c1)N1CCC(N2CC3CC(C2)[C@H]2CCCC(=O)N2C3)CC1 (stereo partly drawn) | ? |
| CC(C)(C)OC(=O)N1CCC(c2c(C(=O)N3CCC(c4ccccc4)C3)cnn2-c2cccc(Cl)c2)CC1 (stereo not drawn) | -13% |

Later entries.
| molecule | KDM5B inh |
| --- | --- |
| CC(NS(=O)(=O)c1ccccc1F)C(=O)Nc1ccc(C(C)(C)C)cc1 (stereo not drawn) | 9% |
| COc1ccccc1N1CCN(c2ncccc2CNC(C)Cn2ccnc2)CC1 (stereo not drawn) | 22% |
| C/C(=N\O)C(C)(C)Nc1ccccc1F | -16% |
| O=C(c1ccc(F)cc1F)C1CCN(c2ccc([N+](=O)[O-])cn2)CC1 | 11% |
| CCn1cc(C(=O)N2CCN(c3ccccc3OC)CC2)c2cc(OC)c(OC)cc2c1=O | 5% |
| Cc1ccc(-c2noc([C@@H]3CCCN3C(=O)c3ccccn3)n2)cc1 | -24% |
| Cc1ccc(CN(C)C(=O)CN2CCCC2c2ccc3c(c2)OCCO3)cc1 (stereo not drawn) | -15% |
| C[S+](=O)([O-])CCn1ncc2cc(OCc3cccc(-c4ccoc4)c3)ccc21 | ? |
| O=[N+]([O-])c1ccc(Nc2ccc(F)cc2)cc1 | 22% |
| CCC(C)(C(=O)NC1CCCCC1)N(C(=O)CNC(=O)c1ccccc1)c1ccc(C)cc1 (stereo not drawn) | 9% |
| COc1cc(CNC(=O)CCc2ccncc2)ccc1OC1CCCC1 | 11% |
| O=C(CCc1ccccc1)N1CCc2c(nc(-c3ccc(F)cc3)[nH]c2=O)C1 | -26% |
| COCc1c(C(=O)N[C@@H]2CN(Cc3cccnc3)C[C@H]2CN(C)C)noc1C | -13% |
| NC(=O)N/N=C1\CCS(=O)(=O)c2ccc(F)cc21 | 21% |
| CC(C)(C)C(=O)N[C@H]1CO[C@H]2[C@@H]1OC[C@@H]2Nc1nccc(-c2cccc(F)c2)n1 | ? |
| O=S(=O)(c1ccc2c(c1)CCN2)N1CCOCC1 | 10% |
| O=C1OCCN1C1CCN([S+](=O)([O-])c2cccc(C(F)(F)F)c2)CC1 | 22%[115 µM] |
| Cc1ccc(C)c(N2CCN(S(=O)(=O)c3cc(Br)cc4c3N(C(=O)C3CC3)CC4)CC2)c1 | -21% |
| CCOC(=O)c1csc(N/N=C2\CCc3ccccc32)n1 | ? |
| O=C(NC1CC1)c1ccc2c(c1)CCCC2 | 25% |
| CC1CCCN(C(=O)c2cc(-c3cnn(CCO)c3)nc3cc(Cl)ccc23)C1 (stereo not drawn) | ? |
| CCc1nn2c(=O)cc(CN(CC)Cc3ccc(OCc4ccccc4)cc3)nc2s1 | 4% |
| Cc1cc(C(=O)N2CCCC(c3nnnn3C)C2)nn1C (stereo not drawn) | -10% |
| Cc1ccc(C(=O)N2CCc3c(nc4cc(-c5ccccc5)[nH]n4c3=O)C2)cn1 | 25µM* |
| COc1ccc(N2CCN(c3oc(/C=C/c4ccccc4OC)nc3C#N)CC2)cc1 | ? |
| Cc1nnc(NC(=O)c2cc(-c3ccccn3)nc3ccccc23)s1 | 15% |
| C=Cc1ccc(CSc2nc(-c3ccccc3C)nc3c2Cc2c(CO)cnc(C)c2O3)cc1 | -10% |
| COc1cccc(C(=O)Nc2cc(C(C)(C)C)on2)c1 | -17% |
| Cc1ccc2c(CC(=O)Nc3c(C)cccc3C)coc2c1 | -3% |
| CCCCN(C)CCNC(=O)c1ccc2c(c1)NC(=O)CN2 | ? |
| COc1ccccc1-c1nc(C(=O)N(C)C)n2ccccc12 | 112µM* |
| CC(C)n1nc(C(=O)Nc2ccc(F)c(F)c2)c2ccccc2c1=O | 16% |
| CN1CCCCCC1=NCCCn1cnc2c1c(=O)[nH]c(=O)n2C | 9% |
| CCN1CC2(CCN(C(=O)COC(C)C)CC2)CC(c2ccccc2)C1=O (stereo not drawn) | -23% |
| CCOC(=O)c1ccc(Oc2coc3cc(OC(=O)c4ccccc4F)ccc3c2=O)cc1 | -3% |
| C/C(CC(=O)Nc1cc(C)ccn1)=N\NC(=O)c1cccc(C)c1O | ? |
| CCOC(=O)CNC(=O)C1(C)CCC(=O)N1Cc1ccccc1Cl (stereo not drawn) | -8% |
| COc1ccccc1CNC(=O)COCc1cc(-c2cccs2)on1 | -23% |
| COC(=O)c1cc(S(=O)(=O)NCC2CCN(Cc3cccc(Cl)c3)CC2)c[nH]1 | 9% |
| COc1ccc2c(C)c(CC(=O)NCCc3ccccc3)c(=O)oc2c1 | ? |
| COc1ccc(Nc2nc3ccccc3nc2NS(=O)(=O)c2ccc(NC(C)=O)cc2)cc1OC | -32% |
| Cc1ccccc1C(C)NC(=O)CCC(=O)c1ccc2c(c1)CCC2 (stereo not drawn) | 23% |
| CCOC(=O)C1CCN(C(=O)COC(=O)c2cn(-c3ccccc3)nc2-c2ccccc2)CC1 | -3% |
| Cc1ccc(NC(=O)c2ccc(C(C)(C)C)cc2)c(C(=O)c2ccccc2)c1 | 12% |
| O=c1oc2cc(OS(=O)(=O)c3ccccc3)ccc2cc1-c1ccccc1 | 19% |
| CC(=O)c1ccccc1OCC(O)Cn1c(CO)nc2ccccc21 (stereo not drawn) | -26% |
| O=C(Cc1ccccc1Cl)NC1CCN(c2cc(-c3ccccc3)[nH]n2)C1 (stereo not drawn) | -27% |
| Cc1nn2c(=O)cc(COC(=O)c3cccc(NC(=O)COc4ccccc4C)c3)nc2s1 | 3% |

More entries follow.
Structure	KDM5B inh
Cc1ccc(C(=O)/C=C/c2cccc(OC(C)C(=O)O)c2)o1 (stereo not drawn)	5%
COc1ccc(CC(=O)N2CCC(Cc3nc(-c4ccccc4)no3)CC2)cc1OC	-4%
CCn1c2c(c(=O)n1-c1ccccc1)CCN(C(=O)c1ccc(Oc3ccccc3)cc1)C2	-6%
O=c1[nH]c(=O)n(-c2ccccc2F)c2c1CN(Cc1ccco1)CN2	13%
C=CCn1c(CN2C[C@@H]3C(C(=O)N(C)C)[C@@H]3C2)nc2ccccc21 (stereo partly drawn)	?
CCOc1ccccc1NC(=O)c1cc2c(s1)-c1ccc(Cl)cc1S(=O)(=O)C2	11%
CC1=C(C(=O)Nc2ccccc2)C(c2ccncc2)n2nc(SCc3ccccc3Cl)nc2N1 (stereo not drawn)	?
CS(=O)(=O)N1CCC(C2CCNC2)CC1 (stereo not drawn)	-30%
CCCCNc1nc(-c2c(N)n(CCC)c(=O)n(C)c2=O)cs1	?
CC1(C(=O)NCC2CCCCC2)CCCCC(=O)N1 (stereo not drawn)	15%
CC(=O)c1cccc(NC(=O)CN(CCc2ccccc2)S(=O)(=O)c2ccccc2)c1	-2%
CCCCN(CC)C(=O)CCCn1c(=O)c2cccn2c2ccccc21	-19%
O=C(Nc1ccc(Cl)cc1C(F)(F)F)c1cc(S(=O)(=O)N2CCOCC2)ccc1F	?
Cc1nc(C(=O)N2CC[C@H](n3nnc(C(N)=O)c3C(N)=O)C[C@H]2C(=O)N[C@@H](Cc2cccs2)C(N)=O)cs1	40%
Cc1cc(C(=O)N2CC[C@](O)(c3ccccc3)[C@H](N(C)C)C2)n[nH]1	91%[activator]
O=C1OCCC1N1CCC(c2nc3ccccc3s2)CC1 (stereo not drawn)	9%
COc1ccc(-c2coc3cc(OCC(=O)NCc4ccc(Cl)cc4)ccc3c2=O)cc1OC	2%
CC1(c2ccccc2)N(Cc2cccnc2)C(=O)OC12CCN(Cc1ccc3c(c1)CCO3)CC2 (stereo not drawn)	-23%
Cc1cc(C)n(-c2nc3cc(Cl)c(Cl)cc3nc2Nc2c(C)cccc2C)n1	13%
O=C(/C=C/c1cccs1)Nc1nncs1	7%
CCOc1ccc(-c2cc(NC(=O)Nc3ccc(Cl)cc3)c(C(=O)OC)s2)cc1	-14%
Cc1ccc(S(=O)(=O)c2cc3cc(C(=O)O)ccc3oc2=O)cc1	?
O=C(Cc1ccsc1)Nc1ccccc1Br	7%
O=C(N=C1N=C2C=CC=CN2Cc2ccccc21)c1ccc(S(=O)(=O)N2CCCC2)cc1	-2%
Ic1cccc(-c2nc(-c3ccccn3)no2)c1	12%
COc1cc2c(=O)n(CCC(=O)NCC3CCCO3)c(=O)n(CC(=O)Nc3ccc(F)cc3)c2cc1OC (stereo not drawn)	?
c1ccc2ncc(CNC[C@H]3COCc4nc5ccccc5n43)cc2c1	-13%[86.2 µM]
CCOC(=O)Cn1c(=O)n(C2CCCCC2)c2nc(-c3ccccc3Cl)nc(C(N)=O)c21	5%
Cn1nc(C(=O)NCCc2ccc(F)cc2)c2ccccc2c1=O	17%
Cc1nn(C)c(C)c1C(=O)NCc1cc(Cl)c2c(c1)OCCCO2	12%
CCCCn1c(=O)n(Cc2cccc(F)c2)c(=O)c2c1ncn2Cc1ccco1	-13%
CC1=C(C#N)C(NC(=O)c2cccc(Cl)c2)(C(F)(F)F)C(=O)N1 (stereo not drawn)	?
O=C(NCCO)C1CC(=O)N(c2n[nH]c3ccccc23)C1 (stereo not drawn)	-2%
Cc1ccc(C)c(C(=O)NCc2nnc3c(-c4nc(C5CC5)no4)cccn23)c1	25µM*
Cc1cc(C(=O)CSc2nc3ccccc3o2)c(C)n1CC(F)(F)F	8%
CCOC(=O)c1ccc(NC(=S)N2CCN(CCO)CC2)cc1	31%
COc1ccc([C@H]2C[C@@H](O)[C@@H](O)[C@@H]2NCc2ccccc2)cc1	-2%[86.2 µM]
Cn1c(=O)[nH]c(=O)c2c1nc(NCc1ccco1)n2Cc1ccccc1	-1%
Cc1cccn2c(=O)c3cc(C(=O)NCc4ccccc4Cl)sc3nc12	?
CCN(CC)CCNC(=O)c1n[nH]c(=O)c2ccccc12	13%

The last two records of the section before open the next one.
Structure	KDM5B inh
Cc1cccn2c(=O)c3cc(C(=O)NCc4ccccc4Cl)sc3nc12	?
CCN(CC)CCNC(=O)c1n[nH]c(=O)c2ccccc12	13%
COc1ccc(C)cc1NC(=O)CSc1nc2ccsc2c(=O)n1-c1ccccc1	?
CCCN(CC1CCOC1)C(=O)Nc1ccc(C)cc1Cl (stereo not drawn)	-1%
NCCCC(=O)N1CCCCC1c1nnc2n1CCNC2 (stereo not drawn)	?
CS(=O)(=O)N1CCC(CC(=O)N2CC=C(c3ccccc3)CC2)C1 (stereo not drawn)	-25%
CCOc1ccc(NC(=O)c2oc(=O)c3ccccc3c2-c2ccc(C)cc2)cc1	-22%

Compound activity: PubChem, National Center for Advancing Translational Sciences (NCATS)
